LYPLA1 inh – LYPLA1 inhibitors, primary screen, counter-screen for PME1 inhibitor project, biochemical, fluorescence polarization, FP-Rh probe ABPP; 320,000 tested, 0.16% active; recombinant LYPLA1; inhibition, % at 5.9 µM; AID 2174, 2009;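 active means inhibition above the mean of all tested compounds plus 3 SD, set per campaign, cut at about 14% in these data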;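 further: inhibitors block serine hydrolase probe labeling of LYPLA1 so polarization falls; 0% = enzyme with DMSO and 100% = wells lacking LYPLA1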
ZTA counter – counter-screen for EBNA-1 inhibitors: inhibitors of Epstein-Barr virus ZTA. P03206. ZTA-DNA binding, fluorescence polarization. inhibition, % at 11 µM. 320,000 tested, 0.15% active. AID 2234; in the data active means inhibition above about 33%
PAFAH1B2 inh – PAFAH1B2 enzyme inhibitors, primary screen, biochemical, fluorescence polarization, human; Platelet-activating factor acetylhydrolase IB subunit alpha2 (Homo sapiens), P68402; recombinant PAFAH1B2, FP-rhodamine activity probe; inhibition, % at 3.39 µM; 340,000 tested, 1.2% active;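 active means inhibition above the mean of all tested compounds plus 3 SD, cut at about 24% in these data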;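 further: 0% = enzyme with DMSO and 100% = wells lacking PAFAH1B2; many of its hits are not listed in these tables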
LYPLA2 counter – LYPLA2 inhibitors, primary screen, counter-screen for PME1 inhibitor project, biochemical, fluorescence polarization, FP-Rh probe ABPP | 320,000 tested, 0.38% active | AID 2177, 2009 | recombinant LYPLA2 | inhibition, % at 5.9 µM | Acyl-protein thioesterase 2 (Homo sapiens), O95372;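 active means inhibition above the screen-wide mean plus 3 SD, limit set per campaign, cut at about 26% in these data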;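 further: 0% = LYPLA2 with DMSO and 100% = wells lacking LYPLA2 enzyme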
pPAFAH FP inh – pPAFAH enzyme inhibitors, primary screen, biochemical, fluorescence polarization, human | recombinant pPAFAH, FP-rhodamine probe fluorescence polarization | inhibition, % at 3.39 µM | 330,000 tested, 1.5% active | AID 463082, 2010;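 active means inhibition above the mean inhibition across the screen plus 3 SD, cut at about 25% in these data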;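 further: inhibitors block binding of the rhodamine activity-based probe so polarization drops; 0% = enzyme with DMSO and 100% = wells lacking pPAFAH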
PAFAH2 inh – PAFAH2 enzyme inhibitors, primary screen, biochemical, fluorescence polarization, human; AID 492956, 2010; recombinant PAFAH2, FP-rhodamine activity probe; Platelet-activating factor acetylhydrolase 2, cytoplasmic (Homo sapiens), Q99487; 340,000 tested, 0.99% active; inhibition, % at 3.39 µM;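 active means inhibition above the mean over all tested compounds plus 3 SD, cut at about 30% in these data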;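 further: inhibitors block probe labeling of enzyme so polarization drops; 0% = enzyme with DMSO and 100% = wells lacking PAFAH2 protein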
PAFAH1B3 FP inh – PAFAH1B3 enzyme inhibitors, primary screen, biochemical, fluorescence polarization, human; recombinant PAFAH1B3, FP-rhodamine probe; inhibition, % at 3.39 µM; Platelet-activating factor acetylhydrolase IB subunit alpha1 (Homo sapiens), Q15102; 340,000 tested, 0.28% active;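 active means inhibition above the screen-wide average of all tested compounds plus 3 SD, cut at about 25% in these data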;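 further: 0% = enzyme with DMSO only and 100% = wells lacking PAFAH1B3 protein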
Target sequence (Q15102 whole entry, looked up): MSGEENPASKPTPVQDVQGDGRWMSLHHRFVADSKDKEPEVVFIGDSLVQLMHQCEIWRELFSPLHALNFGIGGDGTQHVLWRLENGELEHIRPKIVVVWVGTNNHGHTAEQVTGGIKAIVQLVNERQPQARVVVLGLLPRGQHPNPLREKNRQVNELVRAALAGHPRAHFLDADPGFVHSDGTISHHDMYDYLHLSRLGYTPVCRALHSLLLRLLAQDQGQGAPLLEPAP
PREPL inhibitor – PREPL enzyme inhibitors, primary screen, biochemical, fluorescence polarization. Prolyl endopeptidase-like (Homo sapiens), Q4J6C6. recombinant PREPL, fluorescence polarization activity-based probe. inhibition, % at 5.96 µM. 320,000 tested, 0.68% active. AID 2751, 2010; in the data active means inhibition above about 43%;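 further: 0% = enzyme with DMSO and 100% = wells lacking enzyme; many of its hits are not listed in these tables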
Target sequence (Q4J6C6 whole entry, looked up): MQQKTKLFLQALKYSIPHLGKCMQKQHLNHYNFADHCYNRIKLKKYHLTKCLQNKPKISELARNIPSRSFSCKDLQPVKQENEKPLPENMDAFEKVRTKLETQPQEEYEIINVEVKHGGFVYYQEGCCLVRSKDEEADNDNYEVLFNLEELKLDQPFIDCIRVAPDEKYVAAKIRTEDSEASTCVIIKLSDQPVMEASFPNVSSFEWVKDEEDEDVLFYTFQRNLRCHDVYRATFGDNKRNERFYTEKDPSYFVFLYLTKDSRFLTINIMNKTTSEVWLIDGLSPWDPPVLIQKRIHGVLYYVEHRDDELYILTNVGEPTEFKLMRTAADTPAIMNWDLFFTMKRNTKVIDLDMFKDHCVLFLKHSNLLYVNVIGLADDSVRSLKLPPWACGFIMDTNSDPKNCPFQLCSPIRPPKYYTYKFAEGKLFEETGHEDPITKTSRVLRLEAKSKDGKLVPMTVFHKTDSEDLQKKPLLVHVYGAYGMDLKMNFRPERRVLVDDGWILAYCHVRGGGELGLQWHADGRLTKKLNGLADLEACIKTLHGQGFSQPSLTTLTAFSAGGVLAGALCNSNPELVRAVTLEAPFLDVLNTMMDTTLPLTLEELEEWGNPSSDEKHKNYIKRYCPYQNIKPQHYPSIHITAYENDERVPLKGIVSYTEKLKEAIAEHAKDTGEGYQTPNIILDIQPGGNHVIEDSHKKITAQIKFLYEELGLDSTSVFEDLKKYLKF
EBNA-1 inhibitor – EBNA-1 DNA-binding inhibitors, primary screen, biochemical, fluorescence polarization; 300,000 tested, 0.34% active; AID 1950, 2009; inhibition, % at 14.8 µM; in the data active means inhibition above about 28%
Starred values were filed as active, the others as inactive; . = not tested or not shown. These rows are one share of the data; rates above refer to the full screens.

The line under a structure holds: LYPLA1 inh	ZTA counter	PAFAH1B2 inh	LYPLA2 counter	pPAFAH FP inh	PAFAH2 inh	PAFAH1B3 FP inh	PREPL inhibitor	EBNA-1 inhibitor
- O=C(CN1C(=O)CSc2ccccc21)NCCC1=CCCCC1
    2	4	11	-1	-1	0	3	-12	-11
- CSc1ncccc1C(=O)Nc1cc(C)ccn1
    -2	-12	2	4	2	-3	4	9	1
- O=C(NCc1ccco1)c1ccc2nccnc2c1
    -3	17	-2	0	9	-6	0	1	1
- O=C(C1=C(O)C(=O)N(CCCn2ccnc2)C1c1ccc(F)cc1)c1ccco1 (configuration not stated)
    -1	0	7	-3	1	0	0	4	-1
- OC[C@H]1O[C@@H](n2cnc3c(NC4CCCC4)nc(Cl)nc32)[C@H](O)[C@@H]1O
    -3	-11	4	-3	-5	8	-3	15	-5
- Cc1cc(/C=N/NC(N)=O)c(C)n1C1CCCCC1
    -1	15	4	1	-6	5	-3	-3	-2
- COc1cc(NC(=S)NCCCN2CCOCC2)cc(OC)c1OC
    4	-7	3	3	0	-5	3	3	-19
- CCOc1ccc(OCc2cccc(C(=O)N/N=C/c3cccnc3)c2)cc1
    -9	-6	-4	-2	3	-7	5	3	-15
- Cc1ccc2cc(C#N)c(N3CCCN(S(=O)(=O)c4ccc(F)cc4)CC3)nc2c1
    -2	11	4	-4	5	-1	2	5	18
- COc1cc(NC(=O)CCc2nnc3ccc(N4CCN(c5cccc(OC)c5)CC4)nn23)cc(OC)c1
    0	-2	0	-1	6	1	9	7	4
- Cc1cc(C)c2[nH]c(C(=O)Nc3ccc4c(c3)OCO4)cc2c1
    -17	12	0	-19	24	19	11	13	13
- CC(NC(=O)/C(=C\c1cccc([N+](=O)[O-])c1)NC(=O)c1ccco1)C(=O)O (configuration not stated)
    2	3	1	-4	-4	6	2	12	2
- COc1ccc(CC(=O)NNC(=O)CN(C)S(=O)(=O)c2ccc(Cl)cc2)cc1OC
    1	-13	1	7	2	6	-1	0	.
- O=C(c1ccco1)N1CCN(CC(O)Cn2c3ccccc3c3ccccc32)CC1 (configuration not stated)
    2	3	3	-3	-4	-8	12	4	-14
- C=CC(=O)OCCOCCOCCOCCOC(=O)C=C
    1	7	0	6	1	-1	6	-1	.
- C=CCOC(=O)CCCCCCCC
    3	-15	4	2	-4	3	5	8	.
- COc1cccc(C2(O)CCN(C(=O)c3cccs3)CC2)c1
    -1	16	5	-2	1	-5	5	14	9
- CC(C)Cc1nnc(NC(=O)CCc2c[nH]c3ccccc23)s1
    0	2	4	3	8	1	5	-40	-6
- CCCc1ccc(OCC(=O)O)cc1
    -1	-3	4	0	4	1	7	17	6
- CC(C)C(=O)Nc1ccc(C(=O)NNC(=O)CCc2ccccc2)cc1
    -5	17	0	3	1	2	9	-1	5
- Cc1ccc(C)c(NC(=O)CSc2n[nH]c(-c3ccccn3)n2)c1
    0	-14	-3	0	0	-7	-1	11	-6
- Cc1sc(NC(=O)c2ccco2)c(C(c2cccnc2)N2CCC(C)CC2)c1C (configuration not stated)
    2	-3	5	0	1	14	3	4	-11
- CCC(=O)NCC(c1ccco1)N1CCN(c2ccc(OC)cc2)CC1 (configuration not stated)
    -1	-4	3	-2	4	-4	5	7	3
- Cc1ccc(C(=O)N2CCN(c3ncccn3)CC2)cc1NC1=NC2CS(=O)(=O)CC2S1 (configuration not stated)
    0	-4	5	0	3	3	2	10	-2
- COC(=O)c1sccc1NC(=O)Nc1ccc(OC)cc1OC
    -1	-10	1	5	-7	-1	11	12	2
- Cc1c(C(=O)NCc2ccccn2)oc2ccc(S(=O)(=O)N3CCOCC3)cc12
    5	2	6	9	-2	4	4	-4	-6
- Cc1cccc(NC(=O)c2nc[nH]c2C(=O)NCc2ccccc2)c1
    -3	-1	5	-2	-2	-4	-2	-1	.
- CCN(CC)C(=O)CSc1nc2nc(C)cc(C)c2c(=O)[nH]1
    2	3	3	7	4	9	-1	-6	-2
- CC(C)c1ccc(/C=C/C(=O)NC(=S)Nc2ccc(CN3CCOCC3)cc2)cc1
    -8	14	1	-18	-2	-5	1	-7	7
- COC(=O)c1cccc(NC(=O)CN2CCC(NC(=O)c3cc(OC)c(OC)c(OC)c3)CC2)c1
    3	-14	3	3	-1	-9	4	9	0

New compounds follow:
The line under a structure holds: LYPLA1 inh	ZTA counter	PAFAH1B2 inh	LYPLA2 counter	pPAFAH FP inh	PAFAH2 inh	PAFAH1B3 FP inh	PREPL inhibitor	EBNA-1 inhibitor
- COCCNC(=O)COC(=O)c1cc(-c2ccc(OC)cc2)nc2ccccc12
    -2	-7	2	-3	-1	0	2	4	-13
- COc1ccccc1C1CC(c2ccc(NS(C)(=O)=O)cc2)=NN1S(=O)(=O)c1ccccc1 (configuration not stated)
    -3	3	-2	-4	8	3	7	-19	-8
- COc1ccc(S(=O)(=O)Nc2cc(C)ccn2)cc1OC
    0	-1	-1	-3	-3	-7	7	3	2
- Cc1cc(NC(=O)c2ccc([N+](=O)[O-])cc2)n(CCC#N)n1
    -2	10	1	0	8	1	8	3	-3
- COc1ccc(S(=O)(=O)N2CCOC2CNC(=O)C(=O)NCCN2CCOCC2)cc1 (configuration not stated)
    -1	-6	5	5	2	3	-1	1	2
- COc1ccccc1OCCOCCOc1ccc(C)cc1Br
    2	3	8	3	3	-4	9	-13	-1
- COc1ccc(C(=O)Nc2nc(CC(=O)NCc3ccc(F)cc3)cs2)cc1
    -6	2	3	-7	5	-1	6	-20	8
- COC(=O)C1=C(C(=O)c2ccccc2)C(c2ccccc2)n2nnnc2N1 (configuration not stated)
    2	9	6	3	2	-3	5	-13	-1
- COCCn1c(SCC(=O)c2c(-c3ccccc3)n(C)c3ccccc23)nnc1-c1ccncc1
    3	0	4	0	-6	-5	1	10	8
- CC(=O)c1ccc(NCC2COc3ccccc3O2)c([N+](=O)[O-])c1 (configuration not stated)
    3	3	-2	19	6	2	6	26	-1
- O=[N+]([O-])c1ccccc1/C=C/CN1CCSCC1
    2	-6	3	-1	0	6	4	-1	2
- CC(=O)c1c(C)[nH]c(C(=O)OCCOc2ccccc2)c1C
    0	-15	0	3	6	2	6	7	0
- COC(=O)c1ccc(Nc2ccc3nonc3c2[N+](=O)[O-])cc1
    -1	-5	1	-1	-5	7	1	-3	1
- CC1(C)CC(=O)C=C(Nc2ccc(Cl)c(Br)c2)C1
    -4	-18	1	-1	5	6	-4	-20	-2
- COc1cccc(NC(=O)c2ccc(S(=O)(=O)NCc3cccnc3)cc2)c1
    -1	8	0	3	4	-6	-3	-1	3
- O=C1/C(=C/c2ccc3c(c2)OCO3)Oc2cc(OCC(=O)N3CC(O)C[C@H]3C(=O)O)ccc21 (some centres not stated)
    2	-3	9	10	-6	-12	10	9	-13
- Cn1c(CSCc2ccc(F)cc2)nnc1SCC(=O)Nc1nccs1
    -3	17	3	8	4	8	8	4	15
- CCOC(=O)c1cnc2ccc(OC)cc2c1Nc1ccc2c(c1)OCCO2
    -1	6	0	-1	15	3	5	12	4
- O=C(CN1C(=O)c2cccnc2Oc2ccc(Cl)cc21)N1CCOCC1
    2	15	-2	8	5	0	0	-4	7
- Cc1ccc(NC(=O)COC(=O)CN2C(=O)c3ccccc3C2=O)cc1S(=O)(=O)N(C)C
    -6	-5	3	-5	6	14	3	1	1
- O=C(CNC(=O)c1ccc(F)cc1)N/N=C/c1ccc(O)c([N+](=O)[O-])c1
    0	16	0	8	9	-9	3	1	6
- O=C(c1cccs1)N1CCN(CCc2ccccc2)CC1
    -2	-4	2	0	-5	-4	-5	4	-12
- Cc1ccc(NC2c3ncccc3C(=O)N2C2CCCCC2)cc1 (configuration not stated)
    -2	7	0	1	2	0	8	-3	10
- COc1ccc2cc3cc(C(=O)NCc4cccs4)oc3nc2c1
    -7	1	-2	-12	-4	-3	3	-9	-2
- O=C(CCCC1=NS(=O)(=O)c2ccccc2N1)Nc1ccccc1
    1	8	3	7	8	-3	1	2	10
- Nc1ncc(Br)cc1N=Cc1ccccc1
    -2	0	-2	5	10	7	-4	1	-9
- CCC(C)(C)c1ccc(OCC(=O)Nc2ccncc2)cc1
    -2	-6	11	3	-7	5	4	-18	-20
- Cc1ccc2cc(C)c(SCC#N)nc2c1
    0	18	2	3	7	-3	10	-7	4
- O=C(COC(=O)c1ccc2ncsc2c1)Nc1ncc(Cl)cc1Cl
    2	-4	2	5	-1	31*	-4	-6	10
- NC(=O)C1CCCN(C(=S)Nc2cccc3ccccc23)C1 (configuration not stated)
    -5	-2	-2	-2	-4	-5	7	7	-11

Other compounds follow.
The line under a structure holds: LYPLA1 inh	ZTA counter	PAFAH1B2 inh	LYPLA2 counter	pPAFAH FP inh	PAFAH2 inh	PAFAH1B3 FP inh	PREPL inhibitor	EBNA-1 inhibitor
- COc1ccc(S(=O)(=O)N2CC(C(=O)O)Oc3ccc(CC(=O)O)cc32)cc1 (configuration not stated)
    -3	-1	4	-3	-2	3	10	4	-4
- O=C(Nc1ccncc1)c1ccc(Cl)c(Cl)c1
    -14	17	1	-14	1	-6	12	-11	-5
- CCOC(=O)N1CCN(C(=O)c2cc3cc(C)ccc3[nH]2)CC1
    -2	0	1	5	5	2	4	6	14
- COc1ccc(C(=O)n2nc(-c3ccco3)nc2N)cc1
    -3	-13	1	0	3	11	-3	11	-7
- CC1(C)CC(=O)c2ccc(OCc3ccc([N+](=O)[O-])cc3)cc2O1
    1	7	.	5	14	.	.	23	0
- COc1ccc(CNC(=O)c2noc3c2CCCC3)cc1
    0	3	-2	-2	9	-11	-3	13	-1
- CC(C)(C)OC(=O)N/N=C/c1c[nH]c2ccccc12
    3	6	0	3	3	3	16	-4	10
- CCc1c(C)sc(NC(=S)N2CCN(S(C)(=O)=O)CC2)c1C(=O)OC
    1	-16	-3	-4	4	-4	2	4	4
- CCOc1ccc(NC(=S)NCCN2CCN(Cc3ccccc3)CC2)cc1
    1	-2	2	8	3	5	6	14	3
- CCOc1ccc(-c2cccc(NS(=O)(=O)c3cc([N+](=O)[O-])ccc3C)c2)nn1
    -1	6	-7	-1	7	4	-1	-8	-1
- COC(=O)c1[nH]c2ccc(C)cc2c1NC(=O)CN1CCCC(C)(C)C1
    1	-2	3	-5	-2	3	8	-7	-12
- COc1ccc2ccn(S(=O)(=O)c3ccccc3)c2c1
    1	2	4	3	0	5	2	-13	2
- C=CCC1C=C(Cc2ccccc2)CC(CC=C)N1 (configuration not stated)
    1	-11	4	-3	-1	6	-2	11	-7
- COc1ccc(NC(=O)/C(C#N)=C\c2cc(OC)c(OCc3ccc(C(=O)O)cc3)cc2Br)cc1
    1	9	-1	-3	0	1	10	0	8
- CCC1CCc2sc(C(=O)N3CCCN(C)CC3)cc2C1 (configuration not stated)
    4	7	-1	3	8	-6	6	-1	3
- CCOC(=O)C1CCN(C(=O)Cn2cc(C(=O)c3ccco3)c3ccccc32)CC1
    2	-4	2	15	9	-1	4	-1	7

Fetched by structure from the list above:
The line under a structure holds: LYPLA1 inh	ZTA counter	PAFAH1B2 inh	LYPLA2 counter	pPAFAH FP inh	PAFAH2 inh	PAFAH1B3 FP inh	PREPL inhibitor	EBNA-1 inhibitor
- CC(=O)c1ccc(NCC2COc3ccccc3O2)c([N+](=O)[O-])c1 (configuration not stated)
    3	3	-2	19	6	2	6	26	-1
- COCCNC(=O)COC(=O)c1cc(-c2ccc(OC)cc2)nc2ccccc12
    -2	-7	2	-3	-1	0	2	4	-13

Screens: PubChem, The Scripps Research Institute Molecular Screening Center
